# GPR35 arrestin U2OS: inhibition of zaprinast-stimulated GPR35 beta-arrestin translocation – imaging, U2OS, beta-arrestin-GFP, zaprinast agonist, primary screen (AID 2058); U2OS GPR35 beta-arrestin-GFP translocation imaging, zaprinast antagonism; higher % means a stronger effect; 290,000 compounds, 0.052% hits; inhibition, % at 10 µM, or IC50 in µM where a hit was titrated;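 active means inhibition of at least 50% with at least 30 cells and total cytoplasm GFP at most 10,000,000; inconclusive means under 30 cells or total GFP of 10,000,000 plus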
# Dengue-2 NS5 capping: Dengue-2 NS5 methyltransferase inhibitors, primary screen, biochemical, confirmation dose response (AID 588689); Dengue-2 NS5 methyltransferase capping enzyme assay, biochemical; higher % means a stronger effect; inhibition, % at 25 µM, or IC50 in µM where a hit was titrated; 340,000 compounds, 0.3% hits; in the data active means a potency from the dose series; inconclusive means inhibition above about 29% without an active follow-up result
# AID2073: disruptors of CaV2.2 binding to Mint1 – biochemical, HTRF (AID 2073) | HTRF protein-protein interaction, Mint1-CaV2.2; higher % means a stronger effect | inhibition, % at 20 µM; hits with a dose series show IC50 in µM | 290,000 compounds, 0.19% hits; in the data active means inhibition mostly above about 51%, no sharp cut-off; inconclusive means no clear call, values can overlap the other calls; inactive means mostly below about 53%; further: some results filed as inactive read as strong as hits
# GPR55 LPI antagonism: GPR55 antagonists blocking LPI-driven arrestin recruitment, primary screen, imaging, U2OS, beta-arrestin-GFP, LPI agonist (AID 2013) | U2OS GPR55 beta-arrestin-GFP translocation imaging, LPI antagonism; higher % means a stronger effect | inhibition, % at 10 µM; hits with a dose series show IC50 in µM | 290,000 compounds, 0.13% hits;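 active means spots per cell inhibited over 60%, with over 100 cells counted and total cytoplasm intensity under 500,000; inconclusive means wells with under 100 cells, flagged as likely toxic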;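 further: U2OS cells stably carrying GPR55 and arrestin-GFP stimulated by 5 µM LPI near EC80; imaged beta-arrestin-GFP aggregate spots per cell after agonist stimulation; plate controls were LPI-stimulated DMSO wells for no effect and DMSO wells without LPI for full effect; some results filed as inactive read as strong as hits; confirmed hits need IC50 under 10 µM and bright autofluorescent wells are also inconclusive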
# GPR55 beta-arrestin: selective activators of receptor GPR55 – imaging, U2OS cells, beta-arrestin-GFP redistribution, primary screen (AID 1961) | one-dose activation, % at 10 µM; EC50 in µM for titrated hits | 290,000 compounds, 0.048% hits | U2OS GPR55 beta-arrestin-GFP redistribution imaging; higher % means a stronger effect;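 active means activation above 40% with more than 50 cells counted in the well; inconclusive means wells holding fewer than 50 cells, flagged as toxic or sparse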;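 further: U2OS osteosarcoma cells stably expressing GPR55 and beta-arrestin-GFP; plate controls were DMSO negative control for no effect and LPI positive control for full effect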
# Siah-1 displacement: blockers of Siah-1 interaction with plectin peptide – biochemical, fluorescence polarization, rhodamine-plectin, uHTS, primary screen (AID 1817); 290,000 compounds, 0.02% hits; one-dose displacement, % at 20 µM; IC50 in µM for titrated hits; Siah-1 / rhodamine-plectin peptide fluorescence polarization; higher % means a stronger effect;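 active means displacement of at least 50% at 20 µM, with a fluorescence ratio check between 0.3 and a set limit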;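 further: plate controls were Siah plus tracer with DMSO for no effect and tracer alone without Siah for full effect; strong numbers were not always called active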
# UTI89 phage lysis: protection from phage-mediated lysis, alamar blue read-out – E. coli UTI89, K1F phage, bacterial capsule biogenesis inhibitors (AID 488966); E. coli UTI89 K1F phage lysis, alamar blue, 2 h; higher % means a stronger effect; inhibition, % at 100 µM; hits with a dose series show IC50 in µM; 340,000 compounds, 0.02% hits;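 active means phage lysis inhibition, versus mean bacterial control, above a set limit; inconclusive means no clear call, values can overlap the other calls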;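 further: capsule biogenesis inhibitors block K1F phage lysis so surviving cells raise fluorescence; higher fluorescence means more inhibition of phage lysis; actives were called in the ten point dose series up to 300 µM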
# HIV peptide binding: cell-free HIV fusion peptide-binding blockers – biochemical, uHTS, fluorescence dequenching, primary screen (AID 1986); cell-free peptide binding, fluorescence dequenching, 30 min; higher % means a stronger effect; one-dose inhibition, % at 20 µM; IC50 in µM for titrated hits; 290,000 compounds, 0.3% hits; in the data active means inhibition mostly above about 52%, no sharp cut-off; inactive means mostly below about 76%; further: some results filed as inactive read as strong as hits
# NTR1 agonist: agonists of NTR1, primary screen, imaging, U2OS cells, beta-arrestin-GFP, high content (AID 493036); NTR1-U2OS beta-arrestin-GFP spot imaging, agonist mode; activation, % at 20 µM; 330,000 compounds, 0.17% hits;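 active means activation at or above 40% of the spot to cytoplasm intensity ratio, with at least 20 cells analyzed; inconclusive means wells under 20 cells, flagged as cytotoxic or low count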;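 further: 0% = DMSO without peptide and 100% = 100 nM NTR1 peptide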
# Target sequence (P30989 whole entry, looked up): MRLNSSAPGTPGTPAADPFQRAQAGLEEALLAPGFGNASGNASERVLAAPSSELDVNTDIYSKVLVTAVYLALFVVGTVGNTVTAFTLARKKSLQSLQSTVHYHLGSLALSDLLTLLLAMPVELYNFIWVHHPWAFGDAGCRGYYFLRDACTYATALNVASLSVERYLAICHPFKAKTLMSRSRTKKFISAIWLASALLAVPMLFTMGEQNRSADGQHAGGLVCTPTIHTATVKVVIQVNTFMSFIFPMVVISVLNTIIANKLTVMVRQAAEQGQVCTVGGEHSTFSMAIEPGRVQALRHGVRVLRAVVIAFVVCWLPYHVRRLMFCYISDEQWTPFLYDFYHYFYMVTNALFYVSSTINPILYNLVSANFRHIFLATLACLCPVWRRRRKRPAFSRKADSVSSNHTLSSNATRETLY
# NTR1 agonist cell count 20 µM: second read-out of NTR1 agonist, no call of its own (marks repeat the call); cell count; measured here: cell count, cytotoxicity flag
# An asterisk follows results filed as active; ? = inconclusive; . = no result given; [ ] = dose if it differs, or a comment. Rows are unselected; 1.2% or so of the library scored in one or more.
SMILES,GPR35 arrestin U2OS,Dengue-2 NS5 capping,AID2073,GPR55 LPI antagonism,GPR55 beta-arrestin,Siah-1 displacement,UTI89 phage lysis,HIV peptide binding,NTR1 agonist,NTR1 agonist cell count 20 µM
Cc1nnc2n(Cc3ccccc3)c(=O)c3c4c(sc3n12)COC(C(C)C)C4 (configuration not stated),-2%,-9%,20%,27%,0.6%,3%,-0.2%,-0.1%,11,36
Cc1cc(C)cc(NC(=O)C(OC(=O)c2cccs2)c2ccccc2)c1 (configuration not stated),1%,-6%,-1%,16%,-0.2%,-2%,0.6%[50 µM],2.7%,4.1,76
O=C(NC1CCCc2c1cnn2-c1ccc(F)cc1F)c1cnccn1 (configuration not stated),8%,4%,2%,2%,-0.3%,-4%,0.1%,-1.7%,0.4,83
Cc1ccc(NC(=O)CN(C)C(=O)c2ccc(Cl)nc2)cc1,-3%,-8%,-1%,-2%,0.0%,-4%,0.8%,-0.2%,-0.8,55
Cc1ccc2c(c1)NCC(C(=O)NC1CCC(C)CC1)O2 (configuration not stated),-13%,-4%,-2%,1%,0.3%,-4%,-0.4%,-1.0%,1.7,57
Cc1c(C)c2ccc(OCC(=O)N3CCC(C(=O)O)CC3)c(C)c2oc1=O,4%,-7%,13%,4%,-0.1%,1%,-0.7%,-1.1%,4.0,105
Cn1c(=O)c2c(nc(NC3CCCCC3)n2CC(=O)C23CC4CC(CC(C4)C2)C3)n(C)c1=O,-4%,-5%,16%,3%,-0.1%,4%,4.1%,0.8%,1.9,66
COc1cc2c(cc1OC)C(C)N(C(=O)c1cccc([N+](=O)[O-])c1)CC2 (configuration not stated),-6%,-1%,5%,12%,-0.7%,-3%,-1.1%,3.9%,-0.2,46
COc1cccc(NC(=O)c2ccc(NC(=O)C3CC(=O)OC34CCCCC4)cc2)c1 (configuration not stated),-15%,3%,5%,-9%,-0.1%,-5%,0.2%,0.8%,-2.0,57
CCOc1cc(S(=O)(=O)NCCc2ccc(OC)c(OC)c2)c(OCC)cc1-n1cnnn1,-2%,-4%,11%,-1%,0.3%,0%,1.4%,1.9%,1.0,72
COc1ccc(C(c2nnnn2C(C)(C)C)N2CCN(c3nc4ccccc4s3)CC2)cc1 (configuration not stated),-14%,-5%,12%,6%,0.7%,2%,0.2%,-1.4%,.,.
N#Cc1ccccc1OCc1nnc(-c2ccccc2Br)o1,-2%,-4%,0%,-8%,-0.2%,-1%,0.3%,0.2%,-0.5,44
COc1ccc(S(=O)(=O)N2CCC(n3cnc4ccccc43)CC2)cc1,6%,0%,4%,4%,-0.1%,-1%,-0.8%,1.0%,-2.2,46
O=C(c1ccncc1)N1N=C2CCCCCC2C1(O)C(F)(F)F (configuration not stated),8%,-4%,9%,-5%,-0.1%,2%,-0.1%,0.7%,-0.2,67
O=C(c1ccc(Br)cc1)N1CCC2(CC1)NCCc1[nH]cnc12,-2%,0%,-7%,-2%,-0.2%,-6%,0.3%,0.1%,-0.1,52
CCOc1cc(CNn2cnnc2)cc(Br)c1OCC(=O)NC1CCCCC1,0%,-7%,-4%,5%,0.1%,-2%,0.1%,1.1%,-0.3,74
CCCCN(CC)S(=O)(=O)c1ccc(C(=O)N(CCCN(C)C)c2nc3cc(C)cc(C)c3s2)cc1,-10%,-8%,10%,13%,4.9%,-1%,-0.3%,-0.8%,9.6,75
COc1cc(C2C(C#N)=C(N)OC3=C2C(=O)CC(C)(C)C3)cc([N+](=O)[O-])c1O (configuration not stated),6%,68%,1%,3%,-0.1%,4%,-1.0%[50 µM],-3.8%,2.2,65
Cc1ccccc1CS(=O)(=O)Cc1ccc(C(=O)NCc2ccco2)o1,5%,0%,0%,15%,0.2%,1%,-0.1%,-1.1%,0.3,52
O=C(CN1CCCC1=O)NC1(C(F)(F)F)NC(=O)N(Cc2ccccc2)C1=O (configuration not stated),-11%,-6%,-1%,-1%,0.1%,1%,0.4%,1.7%,1.5,47

# 5 compounds out of the list, sorted by formula weight, descending:
SMILES,GPR35 arrestin U2OS,Dengue-2 NS5 capping,AID2073,GPR55 LPI antagonism,GPR55 beta-arrestin,Siah-1 displacement,UTI89 phage lysis,HIV peptide binding,NTR1 agonist,NTR1 agonist cell count 20 µM
CCOc1cc(CNn2cnnc2)cc(Br)c1OCC(=O)NC1CCCCC1,0%,-7%,-4%,5%,0.1%,-2%,0.1%,1.1%,-0.3,74
COc1cc(C2C(C#N)=C(N)OC3=C2C(=O)CC(C)(C)C3)cc([N+](=O)[O-])c1O (configuration not stated),6%,68%,1%,3%,-0.1%,4%,-1.0%[50 µM],-3.8%,2.2,65
O=C(c1ccc(Br)cc1)N1CCC2(CC1)NCCc1[nH]cnc12,-2%,0%,-7%,-2%,-0.2%,-6%,0.3%,0.1%,-0.1,52
O=C(NC1CCCc2c1cnn2-c1ccc(F)cc1F)c1cnccn1 (configuration not stated),8%,4%,2%,2%,-0.3%,-4%,0.1%,-1.7%,0.4,83
Cc1ccc(NC(=O)CN(C)C(=O)c2ccc(Cl)nc2)cc1,-3%,-8%,-1%,-2%,0.0%,-4%,0.8%,-0.2%,-0.8,55

# Remaining list, next part:
SMILES,GPR35 arrestin U2OS,Dengue-2 NS5 capping,AID2073,GPR55 LPI antagonism,GPR55 beta-arrestin,Siah-1 displacement,UTI89 phage lysis,HIV peptide binding,NTR1 agonist,NTR1 agonist cell count 20 µM
O=C(NCC1CCCO1)c1cnc(Cl)c(Cl)c1 (configuration not stated),-4%,-2%,5%,-4%,0.0%,3%,0.1%,-2.2%,-1.8,87
CCCCOC(=O)c1ccc(Nc2ccc([N+](=O)[O-])cn2)cc1,20%,1%,20%,-3%,0.2%,-5%,2.4%[50 µM],-0.9%,3.3,69
COc1ccc(O)c(C(=O)c2cnc3c(c2)c(C)nn3C)c1,-8%,-3%,46%,-3%,-0.2%,6%,0.3%,-1.2%,0.0,44
CCC(=O)NNC(=O)c1cc(COc2cc(Cl)cc(Cl)c2)on1,2%,-2%,-3%,-15%,-0.2%,-1%,0.4%,0.8%,-0.4,44
COc1ccc(Oc2ncccc2[N+](=O)[O-])cc1,12%,-2%,4%,-6%,-0.1%,-3%,1.4%,1.1%,-0.5,36
COc1cccc(CN2CCN(S(=O)(=O)c3ccc(Cl)s3)CC2)c1,0%,-1%,3%,-16%,0.0%,-1%,-1.5%[50 µM],-0.4%,1.4,46
NC(=O)N/N=C/c1ccccc1OC(=O)c1cc2ccccc2oc1=O,-3%,-11%,-1%,-2%,-0.1%,-1%,-0.2%,0.9%,-0.7,62
COC(=O)Cc1cn(-c2ncc(C(F)(F)F)cc2Cl)c2ccccc12,8%,4%,-3%,11%,-0.1%,-2%,0.9%,0.0%,0.2,46
Cc1ccc(Nc2nc(CSc3n[nH]c(N)n3)cs2)cc1,-8%,-6%,-21%,18%,0.9%,0%,0.2%,-2.7%,4.2,67
Oc1ccccc1C(Nc1nccs1)c1ccc2cccnc2c1O (configuration not stated),-12%,3%,-19%,5%,-0.3%,-3%,0.3%,0.1%,-1.0,65
CCc1ccc(N2CC(C(=O)NCc3ccc4c(c3)OCO4)CC2=O)cc1 (configuration not stated),-12%,-7%,0%,5%,-0.2%,4%,2.3%,25%,-0.8,57
Cc1c(NC(=O)CSc2n[nH]c(=O)n2-c2ccccc2)c(=O)n(-c2ccccc2)n1C,-11%,1%,6%,3%,-0.6%,-7%,-0.6%,0.4%,-0.6,101
CCCCN1CC(O)=C(c2nc(-c3ccc(Br)cc3)cs2)C1=N,7%,2%,1%,2%,-0.2%,9%,1.4%[50 µM],-3.5%,2.9,52
Cc1c(C)c2ccc(OCC(=O)Nc3ccccc3C(N)=O)cc2oc1=O,2%,-4%,2%,0%,-0.2%,-3%,4.8%,-0.8%,1.1,96
C/C(=N\NC(=O)CCc1c[nH]c2ccccc12)c1ccc([N+](=O)[O-])cc1,-10%,-11%,-2%,0%,-0.2%,-4%,0.8%,0.0%,0.6,74
O=C(CN(C(=O)CNS(=O)(=O)c1ccccc1)C1CCCC1)NCc1ccco1,1%,0%,-4%,5%,-0.3%,-1%,0.0%,1.4%,-0.7,37
COc1ccc(NC(=O)CN2C(=O)NC(C)(c3ccc(C)cc3)C2=O)c([N+](=O)[O-])c1 (configuration not stated),-4%,1%,0%,-5%,-0.4%,-6%,-0.8%,0.4%,0.0,43
O=S(=O)(/N=C(/NS(=O)(=O)c1ccccc1)c1ccccc1)c1ccccc1,-2%,-4%,2%,-10%,0.2%,3%,-0.6%,0.8%,0.4,76
COc1ccccc1NC(=O)c1sc2nc(Cc3ccccc3)cc(C(F)(F)F)c2c1N,-11%,23%,?,7%,1.3%,0%,-0.7%,16%,19,69
Fc1ccc2[nH]c3c(N4CCN(c5ccccc5)CC4)ncnc3c2c1,6%,0%,6%,-6%,-0.1%,0%,-0.1%,-4.3%,41*,28*
CCc1c(C)nc2ncnn2c1N1CCC(C(=O)N2CCN(c3ccc(F)cc3)CC2)CC1,22%,-3%,-3%,13%,-0.1%,-5%,0.8%,-1.8%,0.2,51
C#CCOCCOCCOCCNc1nc(N2CCN(C(=O)[C@H](Cc3cc4ccccc4[nH]3)n3cc([C@@H](N)CC(C)C)nn3)CC2)nc(N2CCN(C(=O)[C@H](Cc3cc4ccccc4[nH]3)n3cc([C@@H](N)CC(C)C)nn3)CC2)n1,-10%,-9%,26%,15%,0.1%,4%,-1.7%,-1.8%,-4.8,78
COc1ccc(C)cc1-n1nnnc1SCc1nc2ccccc2c(=O)[nH]1,-2%,1%,-9%,10%,-0.6%,-5%,4.9%,-1.6%,1.6,50
O=C(c1cncs1)N1CCCC(CNS(=O)(=O)c2cccs2)C1 (configuration not stated),9%,-8%,4%,5%,0.1%,6%,0.3%,1.2%,-0.5,47
CC(C)(C)NS(=O)(=O)c1ccc(CCC(=O)N2CCCC2)cc1,6%,0%,-19%,9%,0.1%,2%,1.2%,-1.0%,1.3,37
Cc1ccc(S(=O)(=O)ON=C2CCN(S(=O)(=O)c3ccccc3)CC2)cc1,23%,-2%,-6%,-8%,0.0%,1%,-0.1%,-0.9%,-0.4,83
CC(=O)c1c(C)nc(C)nc1NC(=O)C(C)C,4%,1%,10%,-8%,-0.1%,-4%,3.3%,-1.1%,1.2,55

# Assay outcomes as filed in PubChem BioAssay.
